Dengue inhibitors – Dengue virus cytopathic effect inhibitors, cell-based, CPE readout, HTS (AID 540333); Dengue virus CPE inhibition in host cells; active compounds read high; CPE inhibition, % at 20 µM; 10,000 tested, 3.1% active; in the data active = CPE inhibition mostly above about 9.1%, no sharp cut-off; inactive = mostly below about 7.2%
Numbers without * were called inactive. These rows are one share of the data (hit frequency here may not be typical).

Preview:
O=C(CCc1ccc(S(=O)(=O)N2CCOCC2)cc1)NN=C1CCCCCCC1 was read as Dengue inhibitors 0.3.
`O=C(O)C1C2CCC(C2)C1C(=O)NCCC1=CCCCC1` (stereo not drawn) gave Dengue inhibitors inactive.
`COc1ccccc1N(CC(O)Cn1c(C)nc2ccccc21)S(=O)(=O)c1ccccc1` (stereo not drawn) gave Dengue inhibitors inactive.
Screening Cc1cccc(N2CCN(C(=O)CC(NC(=O)c3ccccc3)c3ccccc3)CC2C)c1 (stereo not drawn) returned Dengue inhibitors 0.5.
Screening Brc1ccc(N=Cc2ccccn2)cc1 returned Dengue inhibitors inactive.

This part in full, from the first entry:
O=C(CCc1ccc(S(=O)(=O)N2CCOCC2)cc1)NN=C1CCCCCCC1 was read as Dengue inhibitors 0.3.
`O=C(O)C1C2CCC(C2)C1C(=O)NCCC1=CCCCC1` (stereo not drawn) gave Dengue inhibitors inactive.
`COc1ccccc1N(CC(O)Cn1c(C)nc2ccccc21)S(=O)(=O)c1ccccc1` (stereo not drawn) gave Dengue inhibitors inactive.
Screening Cc1cccc(N2CCN(C(=O)CC(NC(=O)c3ccccc3)c3ccccc3)CC2C)c1 (stereo not drawn) returned Dengue inhibitors 0.5.
Screening Brc1ccc(N=Cc2ccccn2)cc1 returned Dengue inhibitors inactive.
For COc1ccc(CNC(=O)c2ccc(Br)o2)cc1 the results were Dengue inhibitors inactive.
For CCOC(=O)CCCNC(=O)COC(=O)[C@@H]1CCCN1S(=O)(=O)c1ccc(Cl)cc1 the results were Dengue inhibitors inactive.
`C=CCc1cccc(/C=N/NC(=O)CCC(=O)Nc2ccc(C)cc2)c1O` gave Dengue inhibitors inactive.
Screening O=C(N/N=C/c1ccc(Br)s1)c1cccc([N+](=O)[O-])c1 returned Dengue inhibitors 2.0.
`CC(C)c1ccccc1NC(=O)COC(=O)Cc1c[nH]c2ccccc12` gave Dengue inhibitors inactive.
For Cc1cc[n+](-c2[nH]c(=O)sc2/C=N/NC([S-])=Nc2ccccc2)cc1 the results were Dengue inhibitors 1.4.
For CCc1c(C(=O)N/N=C/c2cn[nH]c2-c2ccc(F)cc2)csc1C the results were Dengue inhibitors 2.5.
Screening Cc1ccc(C(OCCN(C)C)c2cccc(C(F)(F)F)c2)cc1 (stereo not drawn) returned Dengue inhibitors 0.7.
`Cc1cc(C)cc(NC(=S)Nc2ccccn2)c1` gave Dengue inhibitors 1.5.
For COc1cccc(-c2nnc(NC(=O)c3ccc4ncsc4c3)o2)c1 the results were Dengue inhibitors 0.1.
CCCOc1ccc(OCCOCCNCc2ccccc2)cc1 was read as Dengue inhibitors inactive.
Cc1cc(O)c(C2=Nc3ccccc3SC(c3ccc(Cl)cc3)C2)c(=O)o1 (stereo not drawn) was read as Dengue inhibitors 5.1.
For O=C(Nc1ccc(Cl)cc1C(=O)NCc1cccnc1)c1ccc(Cl)cc1Cl the results were Dengue inhibitors 0.1.
CC(C)(C)c1ccc(C(=O)NCCCN2CCN(CCCNC(=O)c3ccc(C(C)(C)C)cc3)CC2)cc1 was read as Dengue inhibitors inactive.
For NC(=O)c1ccc(Sc2nnc(-c3cccs3)n2CC2CCCO2)c([N+](=O)[O-])c1 (stereo not drawn) the results were Dengue inhibitors 0.7.
Cc1ccc(C(=O)N/N=C\c2cc3c(cc2Br)OCO3)s1 was read as Dengue inhibitors 1.5.
`COc1cc2cnc(Cl)nc2cc1OC` gave Dengue inhibitors inactive.
Screening CCOC(=O)C1CCN(c2ccc(C(N)=O)cc2[N+](=O)[O-])CC1 returned Dengue inhibitors 0.2.
For Clc1ccc2c(N/N=C/c3ccc(Br)cc3)ccnc2c1 the results were Dengue inhibitors inactive.
Screening Cc1ccc(Nc2n[nH]c(C)c2[N+](=O)[O-])cc1 returned Dengue inhibitors 0.7.
`CCn1c(-c2cc(C3CC3)nc3ccccc23)n[nH]c1=S` gave Dengue inhibitors 0.1.
COc1cccc(C(=O)N/N=C/C(Br)=C/c2ccccc2)c1 was read as Dengue inhibitors 3.8.
Screening CC(C)OCCCNC(=S)Nc1ccc(S(N)(=O)=O)cc1 returned Dengue inhibitors 0.0.
Screening Cc1ccc(C(C[N+](=O)[O-])c2c(-c3ccccc3O)[nH][nH]c2=O)cc1 (stereo not drawn) returned Dengue inhibitors inactive.
`Cc1cccc(OCC(=O)NCC(=O)N/N=C/c2cccs2)c1` gave Dengue inhibitors 0.7.
For Cc1ccc(C(=O)COC(=O)c2ccncc2)cc1[N+](=O)[O-] the results were Dengue inhibitors 0.4.
`COC(=O)c1ccc(/C=C/C(=O)c2cccc(OC)c2)cc1` gave Dengue inhibitors inactive.
C=C1CC2C3CC[C@@]4(OCOC45COCO5)[C@@]3(C)C(O)CC2[C@@]2(C)CCC(=O)C=C12 (stereo partly drawn) was read as Dengue inhibitors 3.8.
COc1ccc(-c2c(C#Cc3ccsc3)c3cc(-c4ccc5[nH]ccc5c4)ccc3n2C)cc1 was read as Dengue inhibitors 0.5.
For Cc1c(NC(=O)/C(C#N)=C/c2ccc(-c3ccccc3Cl)o2)c(=O)n(-c2ccccc2)n1C the results were Dengue inhibitors 3.4.
CCOC(=O)c1ccc2ncc(C(=O)OCC)c(Nc3ccc(N4CCOCC4)cc3)c2c1 was read as Dengue inhibitors inactive.

Fetched one by one from the entries so far, 6 records:
Screening Cc1ccc(Nc2n[nH]c(C)c2[N+](=O)[O-])cc1 returned Dengue inhibitors 0.7.
`COC(=O)c1ccc(/C=C/C(=O)c2cccc(OC)c2)cc1` gave Dengue inhibitors inactive.
`CCn1c(-c2cc(C3CC3)nc3ccccc23)n[nH]c1=S` gave Dengue inhibitors 0.1.
CCOC(=O)c1ccc2ncc(C(=O)OCC)c(Nc3ccc(N4CCOCC4)cc3)c2c1 was read as Dengue inhibitors inactive.
COc1ccc(-c2c(C#Cc3ccsc3)c3cc(-c4ccc5[nH]ccc5c4)ccc3n2C)cc1 was read as Dengue inhibitors 0.5.
Screening CC(C)OCCCNC(=S)Nc1ccc(S(N)(=O)=O)cc1 returned Dengue inhibitors 0.0.

(continued)
Screening CC(C)(C)OC(=O)[C@H](NC(=O)OCc1ccccc1)c1ccccc1 returned Dengue inhibitors 1.6.
For CC1(C)CC(CC(=O)NNc2nc(-c3ccccc3)cs2)C(=O)O1 (stereo not drawn) the results were Dengue inhibitors inactive.
COc1cccc(OC)c1C(=O)Nc1ccc([N+](=O)[O-])cn1 was read as Dengue inhibitors 0.2.
Screening O=C(Nc1ccc(Br)cc1)c1ccc(N2C(=O)C3CC=CCC3C2=O)cc1 (stereo not drawn) returned Dengue inhibitors inactive.
Cc1ccccc1C(=O)N1CCN(c2ccc([N+](=O)[O-])c(NCc3cccnc3)c2)CC1 was read as Dengue inhibitors inactive.
CCOC(=O)N1CCC(N2Cc3cccc(C(=O)N4CC(C)CC(C)C4)c3C2=O)CC1 (stereo not drawn) was read as Dengue inhibitors inactive.
Screening Cc1cc(C)nc(NS(=O)(=O)c2ccc(NC(=O)C3(c4ccccc4)CCCC3)cc2)n1 returned Dengue inhibitors inactive.
For Cc1cccc(/C(N)=N/OC(=O)c2ccc(Br)o2)c1 the results were Dengue inhibitors 0.9.
For O=C(O)c1cccc(N2C(=O)Nc3ccccc3N2O)c1 the results were Dengue inhibitors 0.4.
CC(NC(=O)COc1ccc(-c2nnco2)cc1)c1ccc(Cl)cc1Cl (stereo not drawn) was read as Dengue inhibitors 0.9.
For O=C(CCS(=O)(=O)c1ccccc1)Nc1ccc(-c2nc3ccccc3s2)c(O)c1 the results were Dengue inhibitors 0.7.
`Cc1ccc(S(=O)(=O)Nc2ccncc2)c(C)c1N(C)S(=O)(=O)c1ccc(F)cc1` gave Dengue inhibitors 0.2.
Screening Cc1ccc(C)c(OCC(=O)Nc2ccc(S(=O)(=O)Nc3ccccn3)cc2)c1C returned Dengue inhibitors inactive.
Screening O=C(CSc1nc2ccccc2o1)N1CCN(S(=O)(=O)c2ccc3ccccc3c2)CC1 returned Dengue inhibitors inactive.
CCCC(O)(CCC)C(=O)NN(C(=O)OC)c1ccccc1 was read as Dengue inhibitors inactive.
Screening COc1ccccc1NC(=O)CC(=O)CSc1nnc(-c2ccc(C)cc2)n1-c1ccccc1 returned Dengue inhibitors inactive.
For Nn1c(Cc2cccc3ccccc23)nnc1SCc1ccccc1Cl the results were Dengue inhibitors 0.7.
CS(=O)(=O)N(CCc1ccccc1)CC(=O)Nc1ccccc1 was read as Dengue inhibitors 0.8.
`COc1cc2cc(CCOC(=O)c3ccc(C(F)(F)F)cc3)oc(=O)c2cc1OC` gave Dengue inhibitors 2.3.
For COc1ccc(-n2c(C)cc(/C=C3/SC(=S)N(C)C3=O)c2C)cc1 the results were Dengue inhibitors 0.3.
Cc1ccc(S(=O)(=O)N2CCCCC2)cc1C(=O)OCC(=O)NC(=O)NC12CC3CC(CC(C3)C1)C2 was read as Dengue inhibitors 0.1.
S=c1[nH]nc(C2CC2c2ccc(Cl)cc2)n1-c1ccc(Cl)cc1 (stereo not drawn) was read as Dengue inhibitors 0.8.
For CCN(CC)S(=O)(=O)c1cccc(NC(=O)CN2C(=O)c3ccc([N+](=O)[O-])cc3C2=O)c1 the results were Dengue inhibitors 1.2.
CCN1CCN(C(=S)c2ccc([N+](=O)[O-])cc2)CC1 was read as Dengue inhibitors inactive.

The last 2 records of the section before are carried over, then new ones follow:
For CCN(CC)S(=O)(=O)c1cccc(NC(=O)CN2C(=O)c3ccc([N+](=O)[O-])cc3C2=O)c1 the results were Dengue inhibitors 1.2.
CCN1CCN(C(=S)c2ccc([N+](=O)[O-])cc2)CC1 was read as Dengue inhibitors inactive.
`O=C(/C=C/c1cccc([N+](=O)[O-])c1)N1CCN(Cc2ccc3c(c2)OCO3)CC1` gave Dengue inhibitors inactive.
`NNC(=O)c1ccc(Cn2cc(Br)cn2)cc1` gave Dengue inhibitors 0.9.
Screening COC(=O)c1c(NC(NC(=O)C(C)C)C(Cl)(Cl)Cl)sc2c1CCC2 (stereo not drawn) returned Dengue inhibitors 14*.
For Cc1ccn2c(NC(=O)C(C)(C)Oc3ccc(Cl)cc3)c(-c3cccs3)nc2c1 the results were Dengue inhibitors 3.7.
Cc1ccnc(NS(=O)(=O)c2ccc(NC(=O)c3ccc(N4C(=O)CCC4=O)cc3)cc2)n1 was read as Dengue inhibitors 0.5.
For CCOc1ccc(/C=C/C(=O)NCCc2ccc(OC)c(OC)c2)cc1 the results were Dengue inhibitors 0.1.
`Cc1cc(C)cc(NC(=S)NCc2ccc(F)cc2)c1` gave Dengue inhibitors 2.0.
For Cc1ccc(/C=N/NC(=O)COc2ccccc2-c2ccccc2)cc1 the results were Dengue inhibitors inactive.
Screening CCOC(=O)CC(NS(=O)(=O)c1ccc(OC)c(C)c1)c1cccc([N+](=O)[O-])c1 (stereo not drawn) returned Dengue inhibitors inactive.
For CCNNC(=O)C(O)(c1cccc(C)c1)c1cccc(C)c1 the results were Dengue inhibitors 0.2.
For COc1ccc(C(=O)NNC2=NC(C)(C)Cc3ccccc32)cc1 the results were Dengue inhibitors 0.1.
`O=C(COc1ncnc2sccc12)NC1CCCc2ccccc21` (stereo not drawn) gave Dengue inhibitors inactive.
`CC(C)(C)c1ccc(NC(=O)CSc2nnc(-c3n[nH]c4ccccc34)o2)cc1` gave Dengue inhibitors inactive.
CN(C)CCOc1cccc(Cl)c1 was read as Dengue inhibitors 0.7.
Cc1ccc(S(=O)(=O)n2c([N+](=O)[O-])cnc2C)c(C)c1C was read as Dengue inhibitors inactive.
COc1cccc(OC)c1OCCCOc1ccc(C)cc1Br was read as Dengue inhibitors 0.1.
`COc1cccc(-c2ccc3ncnc(NCc4cccc(C)c4)c3c2)c1` gave Dengue inhibitors 2.1.
`CC(=O)NC(Cc1ccccc1)c1ccc2c(c1)OCCCO2` (stereo not drawn) gave Dengue inhibitors 0.3.
For O=C(NCc1ccccc1)C1=C[C@@H](c2ccccc2)C[C@@H](OCCCCO)O1 the results were Dengue inhibitors inactive.
Screening Cc1ccc(OCCNc2cc(N3CCN(CCO)CC3)ccc2[N+](=O)[O-])cc1C returned Dengue inhibitors inactive.
For COc1ccc(C2CC(c3ccccc3)=NN2C(=O)COC(=O)C2CC2)cc1 (stereo not drawn) the results were Dengue inhibitors 1.5.
For Cc1ccc(N2C(=O)C3C4CC(=O)C(c5ccccc54)C3C2=O)cc1C (stereo not drawn) the results were Dengue inhibitors inactive.
For CCN(CC)c1ccc(NC(=S)NC(=O)Cc2ccccc2)cc1 the results were Dengue inhibitors 2.5.
Screening CCOC(=O)C1=C(C)N(CCCCCC(=O)O)C(=O)NC1c1cccc([N+](=O)[O-])c1 (stereo not drawn) returned Dengue inhibitors 0.8.
Screening C[C@@H]1CN(S(=O)(=O)c2c(F)cccc2F)CCN1S(=O)(=O)c1ccc2c(c1)OCCO2 returned Dengue inhibitors 0.0.
For CCOc1ccc(CN(C)CC(=O)NNC(=O)c2ccc(Cl)cc2)cc1OC the results were Dengue inhibitors inactive.
`Cc1ccnc(NC(c2ccncc2)c2c(C)[nH]c3ccccc23)c1` (stereo not drawn) gave Dengue inhibitors 0.5.
Cc1ccc(NS(=O)(=O)c2ccc(C3CCCCC3)cc2)cc1 was read as Dengue inhibitors 22*.
Screening COc1ccccc1C(=O)Oc1ccc2c(c1)O/C(=C\c1ccncc1)C2=O returned Dengue inhibitors 0.2.
Screening Cn1c(=O)[nH]c(=O)c2c1nc(N1CCCC1)n2CCCSc1nnnn1-c1ccccc1 returned Dengue inhibitors inactive.
For O=C(C1CCCO1)N1CCN(C(=S)Nc2ccc(F)cc2)CC1 (stereo not drawn) the results were Dengue inhibitors 1.5.
Cc1cc2cc(C=C(C#N)C#N)c(Cl)nc2cc1C was read as Dengue inhibitors 0.2.
NC(CC(=O)O)c1ccc(F)cc1 (stereo not drawn) was read as Dengue inhibitors 1.0.
`CCC1Nc2ncnc(N3CCN(c4ccccc4)CC3)c2N(Cc2ccc(Br)cc2)C1=O` (stereo not drawn) gave Dengue inhibitors 11*.
`CCCCc1ccc(NC(=S)N2CCCC(CO)C2)cc1` (stereo not drawn) gave Dengue inhibitors inactive.
For Cc1ccc(CNC(C)c2ccccc2)cc1 (stereo not drawn) the results were Dengue inhibitors inactive.
`CCOc1ccc(OCC(=O)OCn2c(SC)nnc(C)c2=O)cc1` gave Dengue inhibitors inactive.
For CC1(C)CC(=O)C([N+](=O)[O-])=C(NCCCO)C1 the results were Dengue inhibitors inactive.

Source: PubChem BioAssay (Southern Research Specialized Biocontainment Screening Center)
